Screening data from PubChem BioAssay.
Pf Dd2 growth = blocks in vitro growth of P. falciparum Dd2. P. falciparum Dd2 growth, SYBR Green, 72 h. Potency, µM (titrated, usually from 28.9 µM), without a hit: top-dose activity, negative = inhibition, usual class: inhibitors. actives 4.3% (n = 120,000). AID 1347417; active = well fitted inhibition curve with a large enough effect; inconclusive = small, poorly fitted or top-dose-only effect; inactive = no such curve, though single readings can be large or run the other way;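 note: plate controls were DMSO vehicle for no effect and reference drug for full effect; nearly all actives have a fitted effect of over 65% in size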
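Infected erythrocytes (Dd2, 0.3% parasitemia, 2.5% hematocrit final) are added to compound in RPMI-1640/Albumax II medium, grown 72 h at 37C in low oxygen, then lysed with saponin/Triton-X containing SYBR Green and read by fluorescence.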
The depositor's hits bear a star; i = inactive; ? = inconclusive; [ ] = dose if it differs, or a comment. Potency is the fitted concentration of half-maximal effect. A portion of the library; the hit share may differ from the screen's.

structure,Pf Dd2 growth
CNC(=O)[C@@H]1C[C@H](Oc2ccccc2)CN1C(=O)C1CCC1,7%
Cc1cccn2c(=O)cc(COc3ccc(NC(=O)COc4ccc(F)cc4)cc3)nc12,-25%
Cc1nn(CC(=O)N2CCC3(CCCN(C)CC3)CC2)c(=O)c2ccccc12,-12%
CC(C)c1noc(-c2cn(C3CCCN(C(=O)c4ccc(F)c(F)c4)C3)nn2)n1 (stereo unspecified),-16%
O=C(c1ccncc1)N1CCCC1c1nc(CCOCC2CCCC2)no1 (stereo unspecified),-22%
O=C(NCc1cnccn1)c1ccc(-c2ncc3cnc(C4=CCOCC4)cn23)cc1,i
CS(=O)(=O)Nc1ccc(C2(C(=O)NCc3ccc(F)cc3)CCCCC2)cc1,-17%
Cc1nc(-c2ccc(Cl)cc2)n(CC(=O)N2CCN(c3ccc(F)cc3)CC2)c(=O)c1CCO,i
COc1ccc(C2Cn3nnc(-c4noc(-c5ccc(Cl)cc5OC)n4)c3CO2)cc1 (stereo unspecified),?
CCN1C(=O)C2(CCN(S(=O)(=O)c3c(C)nn(C)c3C)CC2)c2ccccc21,?
O=C(c1ccccc1)N1C[C@@H](CO)[C@H](c2nc(-c3ccncc3)no2)C1,-8%
CCN(c1ccccc1)c1nnc(NC(=O)Nc2ccc(Br)cc2F)s1,4%
CCc1nn2c(=O)cc(COC(=O)c3cccc(NC(=O)c4ccccc4Cl)c3)nc2s1,i
O=C1CCN(S(=O)(=O)c2ccccc2)CCCN(C(=O)CCc2c[nH]c3ccccc23)CCN1,?
Cc1ccc(-c2nnc(C3CN(C(=O)COc4cccc(C)c4)CC34CCOCC4)o2)cc1 (stereo unspecified),-15%
CC1(C)[C@H](Cc2cc(CCO)on2)C[C@@H]1N(S(C)(=O)=O)S(C)(=O)=O,-4%[44.1 µM]
O=C(NCc1ccc(F)cc1)C1CN(Cc2ccccc2)C(=O)N1 (stereo unspecified),-8%[44.1 µM]
COCCN1C(=O)CS(=O)(=O)C12CCN(C(=O)c1cc(F)ccc1Cl)CC2,1%
Nc1nn(-c2ccccc2)nc1C(=O)OCc1ccccc1,19%
O=C(Nc1ccc(F)cc1F)N1CCC2(CC1)SCC(=O)N2c1ccc(Cl)cc1,i
COC(=O)COc1cccn2c(=O)c(-c3cc(C)n(-c4ccc(C)cc4C)n3)c(C)nc12,i
CN(C)CCNC(=O)c1nc2nc(-c3ccccc3)c(-c3cccnc3)cc2n1C,?
Cc1cn2nc(C(=O)N3CCC(NC(=O)c4ccccc4Cl)CC3)cc2c(=O)[nH]1,31%[activator]
N#Cc1ccc(CN2CC(Oc3ccc(F)cc3F)C2)cc1,?
Cc1ccc(C)c(NC(=O)[C@H]2CCC[C@H]2NC(=O)c2cnc(C)cn2)c1,?
Cc1nc(N2CCC(C(=O)NCCC3=CCCCC3)CC2)cc(C(F)(F)F)n1,?
NCC(=O)NC1CC2(CCN(C(=O)c3ccccc3)CC2)c2ccccc21 (stereo unspecified),?
COc1ccc2c(c1)NC(c1cccnc1)=NC(c1ccc(F)cc1)=N2,?
COc1cn(CC(=O)Nc2cccc(C)c2C)c(CN2CCCCC2)cc1=O,61%[activator]
Cc1ccc2[nH]c(CSc3nnc(NC(=O)c4ccccc4F)s3)cc(=O)c2c1,33%[activator]

(further entries)
structure,Pf Dd2 growth
COc1ccc(Cl)cc1NS(=O)(=O)c1c(C)[nH]c(=O)[nH]c1=O,-23%
COCCNc1ccc2nnc(-c3ccccn3)n2n1,27%[44.1 µM]
CC(C)Cn1cc(NC(=O)Nc2cccc(C(F)(F)F)c2)c2ccccc2c1=O,?
Cc1cc(C)cc(C(=O)N2CCCN(S(C)(=O)=O)c3ccccc32)c1,i
COCCCNC(=O)N1CCC2(CC1)CC(N(Cc1ccc(F)cc1)C1CC1)CCO2 (stereo unspecified),?
COc1cc(OC)c(NC(=O)Cn2c(N(C)Cc3ccccc3)nc(C)cc2=O)cc1Cl,?
Cc1cc2ncc(C(=O)NCc3ccccn3)cn2n1,9%[44.1 µM]
Cc1cc2c(-c3ccccc3C)nc(-c3c(C)noc3C)cc2[nH]1,?
COc1ccccc1CNC(=O)CCCn1c(=O)c2ccccc2n(Cc2ccc(F)cc2)c1=O,?
COc1cccc(NC(=O)C2(C)CCc3cnc(N4CCOCC4)nc32)c1 (stereo unspecified),-1%[44.1 µM]
CNC(=O)[C@@H]1C[C@H](Oc2cccnc2)CN1C(=O)c1ccco1,0%
CC(C)c1ccc(S(=O)(=O)c2nnn3c2nc(NCc2cccs2)c2sccc23)cc1,-22%
Cc1ccccc1C(=O)N1CCC2(CC1)CCN(Cc1cccs1)c1ccccc1O2,?
Cn1c(=O)c2sccc2n2c(CCC(=O)NCc3ccccc3)nnc12,-1%
Cc1cccc(NC(=O)CCn2nc(C)c3c(C)n(-c4ccccc4)nc3c2=O)c1C,-24%
CN1CCN([C@H]2[C@@H]3OC[C@@H](O3)[C@@H](NCc3ccccn3)[C@@H]2O)CC1,2%[44.1 µM]
Cc1cc(C)c(NC(=O)Cn2c(=O)n(CC3CCCO3)c(=O)c3ccccc32)c(C)c1 (stereo unspecified),35%[activator]
CCOc1ccc(S(=O)(=O)NCCc2csc3nc(-c4ccc(F)cc4)nn23)cc1,-7%
CCc1ccc(NC(=O)Cn2c(-c3cncs3)nc3ccccc32)cc1,-10%
Cc1cc(C)cc(NC(=O)CSc2nc3c(oc4ccccc43)c(=O)n2-c2ccccc2F)c1,?
COC(=O)CCNC(=O)C1c2ccccc2C(=O)N(CC(C)C)C12CCCCC2 (stereo unspecified),-16%
Cc1nc(-c2c3n(c(=O)n(CC(=O)Nc4ccc5c(c4)OCO5)c2=O)CCCCC3)no1,-11%
O=c1c2nc(N3CCC(c4ccccc4)CC3)ccc2ncn1Cc1ccccn1,-22%[44.1 µM]
CN1C(=O)C(c2ccccc2)CC12CCN(C(=O)C1(C(N)=O)CC1)CC2 (stereo unspecified),-6%
CCCNC(=O)O[C@@H]1CC[C@]2(C)C(CC[C@@H](O)[C@H]2CC(=O)NCc2ccc(F)cc2)[C@]1(C)CO (stereo partly specified),i
COc1ccc(-c2nc(SCC(=O)NC3CCCC3)c(-c3ccccc3)[nH]2)cc1OC,?
COC(=O)c1cccc(NC(=O)N(C)CCc2c(C)nn(C)c2C)c1,i
CCCC12CN3CC(C)(CN(C1)C3c1cn(C)c3ccccc13)C2=O (stereo unspecified),5%
CC(C)N1C[C@H](O)C[C@H]1c1nnc2n1CCN(C(=O)C1(c3ccccc3)CC1)CC2,3%
Cc1noc(C)c1[S+](=O)([O-])N1CC(Oc2ccc(F)cc2F)C1,-11%

(list continues)
structure,Pf Dd2 growth
Cc1ccc(C(=O)Nc2ccc3nc(SCC(=O)N4CCc5ccccc54)sc3c2)cc1,?
COc1ccc(C(=O)N2CCCN(C)c3ccccc32)c(OC)c1,i
Cc1nc2nc(NCc3ccc(Br)cc3)[nH]n2c(=O)c1Cc1ccccc1,i
CCn1nc(CC(C)C)cc1C(=O)N1CCCC1c1nonc1C (stereo unspecified),-10%
COc1ccccc1NC(=O)CN1C(=O)CCSc2ccccc21,1%
COc1ccc(-c2ccc3nc(-c4ccccc4Cl)oc3c2)c(OC)c1OC,11%
Cc1ncoc1C(=O)NC1CC(C)(C)Cc2nc(C(C)(C)C)ncc21 (stereo unspecified),1%
COC1CN(c2cccc(F)c2)C12CCN(C(=O)c1ccnn1C)CC2 (stereo unspecified),15%
COc1ccc(CN2C=C(C(=O)OCc3nc(C4CC4)no3)C(C)=NS2(=O)=O)cc1,i
COc1ccc(N2CCN(C(=O)CSc3nc(-c4ccc(C(C)C)cc4)no3)CC2)cc1,0.28µM*
CS(=O)(=O)N1CCCC1c1noc(CCC(=O)O)n1 (stereo unspecified),107%[activator]
CCN(C(=O)C(=O)Nc1ccc2nc3n(c(=O)c2c1)CCCCC3)c1ccc(F)cc1,i
Cc1cccc(Cn2c(C)c(CNC3CCCCC3)c(C(=O)O)c2C)c1,17%[5.79 µM]
CCC(=O)C1=C(c2ccccc2)N(C(=O)CC)n2c(nnc2-c2ccccc2)S1,?
O=C(C1CCCCC1)N1CCC(OC2CCN(Cc3ccccc3)CC2)CC1,i
CCCc1ccc(S(=O)(=O)NC2CCN(c3ccc(=O)n(CC4CC4)n3)CC2)cc1,i
COc1ccc(N2CCN(C(=O)c3sc4nc5n(c(=O)c4c3C)CCC5)CC2)cc1,-10%
COc1ccc(-c2cc(C(F)F)n3ncc(C(=O)Nc4cc(OC)ccc4OC)c3n2)cc1,59%[activator]
Cc1noc(C)c1CC(=O)N1CCC[C@H](n2c(=O)n(C)c3cccnc32)C1,i
COc1ccc(Br)cc1CNC(=O)C1COc2ccccc2C1 (stereo unspecified),-6%[5.79 µM]
COc1ccccc1CNC(=O)c1cccc(NC(=O)N2CCSc3ncccc32)c1,39%[activator]
Cc1ccc(CN2CCC(CNC(=O)Nc3ccc(Cl)cc3)C2)cc1 (stereo unspecified),i
COc1ccc2[nH]c3c(c2c1)CCNC31CCN(C(=O)c2ccccc2)CC1,?
CCOC(=O)C1(Cc2ccccc2Cl)CCNCC1,?
CCC(C)NC(=O)C(NC(=O)c1cccc(C)c1)C1CCN(C(=O)c2ccccc2F)CC1 (stereo unspecified),i
Cc1ncccc1C(=O)N1CCCCCCN(C)C(=O)[C@@H]2CCC[C@@H]21,?
Cc1ncc2n1C(=O)N(C1CCN(C(=O)c3ccc(Cl)cc3)CC1)C2,14%
CC(=O)c1ccc(N2CCN(C(=O)C3CCN(S(=O)(=O)c4c(C)noc4/C=C/c4ccc(C)cc4)CC3)CC2)cc1,?
COc1cccc(NC(=O)CC(C)S(=O)(=O)c2ccc3c(c2)NC(=O)CO3)c1 (stereo unspecified),-5%
CC(=O)N1CC2(CCN(C3CCCCC3)C2)Cc2ccccc21 (stereo unspecified),?

(continued)
structure,Pf Dd2 growth
CCOC(=O)N1CCC(NC(=O)c2c(C)nn(-c3cccc(C)c3)c2-n2cccc2)CC1,?
Cc1ccc(-c2cccc(CN3CC4CCC(C3)N4c3ccc(C(F)(F)F)cc3)c2)c(C)c1,185%[activator]
O=C(Nc1cccc(-c2nc3ccccc3o2)c1)c1cccc2c(Cl)cccc12,39%[activator]
CCc1nncn1C1CCN(S(=O)(=O)c2cccc(F)c2)CC1,-13%
CCC(Sc1nc2nccnc2c(=O)n1Cc1ccc(C)cc1)C(=O)NC1CCCCC1 (stereo unspecified),?
COc1cccc(CN2C[C@@H](F)[C@@H](OCc3nc4ccccc4o3)C2)n1,i
C#C[C@H]1CN2CC[C@H]1C[C@@H]2CNC(=O)Nc1cc(OC)cc(OC)c1,?
CCc1cc2c(cc3c(=O)n(CC(=O)N4CCN(c5cccc(C)c5C)CC4)nc(CC)n32)s1,15%
COC(=O)C1=C(c2ccccc2)c2ccccc2S(=O)(=O)N1CC(=O)Nc1ccccc1C(F)(F)F,6%
COc1ccc(NC(=O)C2Cc3ccccc3CN2S(=O)(=O)c2ccccc2)cc1OC (stereo unspecified),-25%
Cc1n[nH]c(C)c1S(=O)(=O)N(CC(=O)Nc1ccc(C(F)(F)F)cc1)c1ccc(C(C)C)cc1,0%
COc1cc(F)ccc1-c1cc(C(=O)NCc2cccnc2)c2c(c1)N(C)CCO2,?
COc1ccc(CCC(=O)N2CC[C@@H]3COCCN(Cc4ccncc4)[C@@H]3C2)cc1,-7%
O=S(=O)(NCc1nc2cccnc2n1Cc1ccccc1Cl)c1ccc2c(c1)CCCC2,-21%
CSc1nccc(N2CCC3(CC2)CC(=O)N(CC(C)C)C3)n1,-25%
NC(=O)C1CCN(CC[C@H]2CN(C(=O)c3ccc(C(F)(F)F)cc3)CC[C@H]2CC(=O)O)CC1,22%
CCC(=O)N1CCc2c(C(=O)NCc3cc(C)ccc3C)cccc21,11µM*
CN(C)C[C@@H]1CN(S(C)(=O)=O)C[C@H]1NC(=O)c1c[nH]c2ccccc12,1%
O[C@@H]1C[C@@H](c2nc(Cc3ccc(F)cc3Cl)no2)N(Cc2ccco2)C1,?
COc1cccc(Cn2c(=O)n(-c3ccc(C)c(F)c3)c(=O)c3sc4ccccc4c32)c1,-18%
O=C(C[C@H]1NC(=O)c2ccccc2NC1=O)Nc1nc(-c2cccnc2)cs1,i

An excerpt from above in order of formula weight, ascending:
structure,Pf Dd2 growth
CC(=O)N1CC2(CCN(C3CCCCC3)C2)Cc2ccccc21 (stereo unspecified),?
CCn1nc(CC(C)C)cc1C(=O)N1CCCC1c1nonc1C (stereo unspecified),-10%
COC1CN(c2cccc(F)c2)C12CCN(C(=O)c1ccnn1C)CC2 (stereo unspecified),15%
CCOC(=O)N1CCC(NC(=O)c2c(C)nn(-c3cccc(C)c3)c2-n2cccc2)CC1,?
COc1ccccc1CNC(=O)CCCn1c(=O)c2ccccc2n(Cc2ccc(F)cc2)c1=O,?
